High-throughput results (PubChem)
Anesthetic bind: binds horse apoferritin like a general anesthetic; 350,000 compounds, 0.074% hits; apoferritin/1-aminoanthracene competitive binding, fluorescence; AID 485281; P02791; Potency, µM (series often up to 77.5 µM), without a hit: at the highest dose activity change, negative = displacement, usual class: inhibitors; also: % is scaled to controls: 0 for no effect and ±100 for the full control effect; nearly all actives have a fitted effect of over 20% in size
Target sequence (P02791 2-175 limits assumed): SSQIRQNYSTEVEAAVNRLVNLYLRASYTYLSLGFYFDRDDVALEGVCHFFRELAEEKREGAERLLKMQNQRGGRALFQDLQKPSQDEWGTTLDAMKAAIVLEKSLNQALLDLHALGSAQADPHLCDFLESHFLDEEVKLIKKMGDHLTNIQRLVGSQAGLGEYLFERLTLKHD
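Apoferritin-based anesthetic binding model; compound displacement of fluorescent 1-AMA measured as endpoint fluorescence after 10 minutes at room temperature, scaled to free-ligand and complex controls.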
POLH inh: blocks human DNA polymerase eta activity. Q9Y253. recombinant Pol eta, fluorescent DNA replication assay. Potency, µM (highest dose often 114 µM), for the others: at the highest dose activity change, negative = inhibition, actives largely listed as inhibitors. 390,000 compounds, 1.2% hits. AID 588591; also: % is scaled to controls: 0 for no effect and ±100 for the full control effect
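Pol eta at 10 nM preincubated with compounds 15 min at room temperature; reaction started with fluorescent substrate (50 nM final) and read kinetically at 0 and 10 min.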
BLM helicase inh: blocks DNA unwinding by human BLM helicase. recombinant BLM DNA unwinding, fluorescence dequenching. P54132. 350,000 compounds, 0.2% hits. Potency, µM (titrated, usually from 56.1 µM), inactives show at the highest dose activity change, negative = inhibition, most hits filed as inhibitors;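 also: plate controls were vehicle for no effect and no enzyme for full effect; nearly all actives have a fitted effect of over 35% in size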
Pol kappa inh: inhibitors of human DNA polymerase kappa. purified Pol kappa, fluorescent DNA synthesis assay, 10 min. Q9UBT6. Potency, µM (series often up to 107 µM), inactives show top-dose activity, negative = inhibition, actives largely listed as inhibitors. 400,000 compounds, 0.53% hits; also: % is scaled to controls: 0 for no effect and ±100 for the full control effect
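First, compounds were pin-transferred onto 10 nM Pol kappa. After 15 min at room temperature, substrate was added to 50 nM final. Fluorescence was then measured kinetically at 0 and 10 min.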
APE1 inh: blocks human APE1 abasic DNA cleavage; P27695; recombinant APE1, TAMRA/BHQ-2 abasic DNA cleavage fluorescence; Potency, µM (top dose mostly 65.8 µM), without a hit: at the highest dose activity change, negative = inhibition, actives largely listed as inhibitors; 350,000 compounds, 0.35% hits; AID 2517;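 also: plate controls were vehicle for no effect and reference inhibitor for full effect; nearly all actives have a fitted effect of over 55% in size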
Target sequence (P27695 whole entry, looked up): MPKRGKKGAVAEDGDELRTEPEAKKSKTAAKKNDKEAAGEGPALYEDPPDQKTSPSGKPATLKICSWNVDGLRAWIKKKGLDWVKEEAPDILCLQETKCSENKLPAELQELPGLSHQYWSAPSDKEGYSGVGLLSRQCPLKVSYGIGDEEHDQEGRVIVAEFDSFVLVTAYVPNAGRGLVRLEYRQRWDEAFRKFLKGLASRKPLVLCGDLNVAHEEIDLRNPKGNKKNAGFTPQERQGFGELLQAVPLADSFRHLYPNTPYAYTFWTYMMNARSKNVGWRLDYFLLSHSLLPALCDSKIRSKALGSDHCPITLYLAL
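Activity was derived from the fluorescence gain between first and third kinetic reads (60 s intervals, ex 525/em 598 nm) after 50 nM THF-abasic TAMRA/BHQ-2 duplex was added to 0.75 nM APE1 preincubated 15 min with compound.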
Pol beta inh: blocks human DNA polymerase beta activity; P06746; Pol beta primer extension/strand displacement, fluorescence kinetic; Potency, µM (doses to about 114 µM), for the others: at the highest dose activity change, negative = inhibition, usual class: inhibitors; 340,000 compounds, 1.3% hits; AID 485314; also: % is scaled to controls: 0 for no effect and ±100 for the full control effect
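Reaction started by 50 nM substrate onto compound-treated Pol beta (10 nM, 15 min preincubation, room temperature); plates read at 0 min and 10 min. Normalized concentration-effect data fitted by four-parameter Hill equation.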
BAZ2B block: BAZ2B (human) inhibition. Q9UIF8. AlphaScreen BAZ2B-H3K14Ac peptide displacement. Potency, µM (series often up to 114 µM), for the others: at the top dose activity change, negative = inhibition, most hits filed as inhibitors. 360,000 compounds, 4.4% hits. AID 504333; also: % is scaled to controls: 0 for no effect and ±100 for the full control effect; nearly all actives have a fitted effect of over 60% in size
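BAZ2B (50 nM) with biotin-H3(5-23)K14Ac peptide (50 nM) in PBS pH 7.4, 0.01% Tween-20, preformed 30 min, then compound 30 min at room temperature; top concentration 110uM. AlphaScreen streptavidin donor/nickel chelate acceptor beads (10 ug/mL final), 20 min dark, signal read.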
G9a block: inhibitors of human histone lysine methyltransferase G9a; Potency, µM (highest dose often 102 µM), without a hit: top-dose activity, negative = inhibition, most hits filed as inhibitors; G9a H3K9 monomethylation, AlphaScreen, 2 h; Q96KQ7; 350,000 compounds, 8.8% hits; AID 504332; also: % is scaled to controls: 0 for no effect and ±100 for the full control effect; nearly all actives have a fitted effect of over 75% in size
Target sequence (Q96KQ7 913-1193 limits assumed): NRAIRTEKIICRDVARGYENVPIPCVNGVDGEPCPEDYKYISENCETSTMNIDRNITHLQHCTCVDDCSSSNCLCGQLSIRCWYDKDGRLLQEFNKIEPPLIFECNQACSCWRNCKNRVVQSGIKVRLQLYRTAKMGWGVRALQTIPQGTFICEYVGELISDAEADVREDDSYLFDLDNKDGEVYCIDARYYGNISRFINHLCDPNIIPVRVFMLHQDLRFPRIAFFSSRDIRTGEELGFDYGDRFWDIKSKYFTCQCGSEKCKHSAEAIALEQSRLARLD
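Compounds were preincubated with 20 nM G9a for 15 min, after which biotinylated H3K9 peptide (500 nM) and SAM (20 uM) started a 2 h room-temperature reaction. Monomethylated product was quantified by antibody-based AlphaScreen chemiluminescence.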
Pol iota inh: DNA polymerase iota (human) inhibition. Pol iota fluorescent replication assay, 10 min. Q9UNA4. 390,000 compounds, 1% hits. Potency, µM (top dose mostly 115 µM), for inactives: at the top dose activity, negative = inhibition, most hits filed as inhibitors
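Pol iota at 10 nM preincubated 15 min with compounds at room temperature; reaction started with fluorescent substrate, 50 nM final. Fluorescence read kinetically at 0 and 10 min; buffer-only wells as negative control.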
* = called active by the depositor; ? = inconclusive; / = no result given; & = joins results of further samples; [ ] = another dose, or the depositor's remark. Calls follow the shape of the dose curve; as a rule, active = well fitted curve in the direction sought with a large enough effect; inconclusive = small, poorly fitted or top-dose-only effect, or another doubt; inactive = no such curve, though single readings can be large; an effect the other way counts as inactive or inconclusive. Potency is read from the fitted curve at half-maximal effect. A portion of the library; the hit share may differ from the screen's.

SMILES	Anesthetic bind	POLH inh	BLM helicase inh	Pol kappa inh	APE1 inh	Pol beta inh	BAZ2B block	G9a block	Pol iota inh
O=S1(=O)c2ccccc2N(Cc2ccc(Cl)cc2)c2ccccc21	51%[activator]	-14%	-5%	5%	/	0%	-16%	-22%[59 µM]	-6%
CCOc1ccc(NCc2cccn2-c2nnc(N3CCC(C(=O)NCCOC)CC3)s2)cc1	-5%	/	-3%	11%	/	29%	?	?	53%[activator]
Cn1c(CNC(=O)c2ccco2)nnc1SCC(=O)Nc1cccc(F)c1	-3%	-21%	2%	-10%	15%	65%	-2%	-4%	42%[activator]
Cc1cccnc1NC(=O)Nc1cccc(C(F)(F)F)c1	-3%	-2%	-6%	-3%	-7%	3%	-29%	-9%[12.7 µM]	20%
CCS(=O)(=O)N1CCN(c2ccccn2)CC1	-8%	-8%	-5%	-1%	-1%	0%	2%	-3%[12.7 µM]	-12%
COc1ccc(N2C(=O)C3CCCN3C2c2ccccc2F)cc1 (centres undefined)	-5%	-18%	2%	-1%	-6%	25%	6%	9%	-7%
O=C(COc1ccc(Cl)cc1)Nc1ccccc1N1CCOCC1	-15%	/	-2%	/	-5%	11%	-6%	1%[12.7 µM]	/
Cc1nnc(SCC(=O)Nc2cccc(C(F)(F)F)c2)n1Cc1ccco1	?	-7%	1%	-10%	-4%	3%	45%[activator]	-48%[59 µM]	?
COc1ccc(NC(=O)c2ccc(COc3ccc(C)cc3)o2)cc1	-19%	-7%	-1%	8%	-6%	0%	1%	18%	11%
O=C1C2C3c4ccccc4C(c4ccccc43)C2C(=O)N1Cc1cccnc1 (centres undefined)	-16%	7%	0%	-4%	-2%	-1%	-3%	-22%	-6%
Cc1nn(-c2ccc(F)cc2)c(-n2cccc2)c1C(=O)N1CCCCC1C (centres undefined)	-13%	-14%	-3%	4%	/	23%	-15%	-27%[59 µM]	17%
CCn1cc(C(=O)N2CCN(c3ccc(F)cc3)CC2)c2cc(OC)c(OC)cc2c1=O	-6%	0%	-4%	-13%	1%	0%	-7%	3%	-11%
C[C@@]12C(=O)NCC(=O)N1[C@@H]1c3cc(Br)ccc3OC[C@@H]1[C@@H]2c1ccccc1	/	-16%	/	-1%	15%	/	/	/	31%[activator]
COc1ccc(C=Nc2cccc3c(=O)[nH][nH]c(=O)c23)c2ccccc12	1%	-21%	-2%	-5%	0%	-8%	-31%	50µM*	9%
CC(=O)NC12CC3CC(CC(CC(=O)O)(C3)C1)C2	-14%	-7%	-3%	18%	-2%	14%	6%	7%[59 µM]	8%
CCOC(=O)Cc1c(Sc2ccccc2)c2cc(C)ccc2n1C	47%[activator]	-18%	-9%	-4%	3%	-29%	35%[activator]	77%[activator][59 µM]	-4%
CCn1nc(C)cc1-c1nnc(Sc2ncc([N+](=O)[O-])s2)n1C	-10%	5%	-5%	-4%	17%	10%	-12%	6.3µM*	-11%
COc1ccc(C(=O)NNC(=O)CN2CCC(n3nnc4cc(C)ccc43)CC2)cc1	-14%	-11%	2%	-2%	-2%	-3%	8%	16%	-2%
N#CC1=C(N)NC(SCC(=O)c2ccc(Br)cc2)=C(C#N)C12CCCCC2	-23%	-15%	-16%	-12%	-8%	-23%	?	40µM*	-9%
Cc1c(C(=O)N2CCN(c3ccc(F)cc3)CC2)sc2nc3n(c(=O)c12)CCC3	-6%&-12%	-21%&-11%	0%&-2%	8%&-10%	9%	29%&-24%	-39%&4%	10%	51%&2%[activator]

Three of the entries above in order of the BAZ2B block value, rising.
molecule	BAZ2B block
COc1ccc(C=Nc2cccc3c(=O)[nH][nH]c(=O)c23)c2ccccc12	-31%
Cc1nn(-c2ccc(F)cc2)c(-n2cccc2)c1C(=O)N1CCCCC1C (centres undefined)	-15%
CCn1cc(C(=O)N2CCN(c3ccc(F)cc3)CC2)c2cc(OC)c(OC)cc2c1=O	-7%

Later entries
SMILES	Anesthetic bind	POLH inh	BLM helicase inh	Pol kappa inh	APE1 inh	Pol beta inh	BAZ2B block	G9a block	Pol iota inh
CC1CN(c2cnn(C(C)C)c(=O)c2Cl)CC(C)O1 (centres undefined)	-9%	2%	-3%	-16%	10%	-1%	0%	6%	4%
COc1ccc([C@H]2CC(=O)C=C(c3ccccc3-c3ccccc3)C2)cc1	/	-10%	/	4%	33%	/	-4%	10%[2.33 µM]	22%
Cc1nn(CC(=O)NC(=O)NC2CCCC(C)C2C)c(=O)c(C#N)c1C (centres undefined)	/	-21%	/	-1%	-9%	/	7%	5%[59 µM]	68%[activator]
CCOC(=O)CNC(=O)N1CCCC(C(=O)c2cccc(Cl)c2)C1 (centres undefined)	-8%	-18%	1%	-4%	1%	6%	-14%	28%	28%
CCc1ccc2nc(N(CCCN(C)C)C(=O)c3ccc(S(=O)(=O)N(C)C4CCCCC4)cc3)sc2c1	?	-23%	-2%	?	36%	-18%	?	?	-17%
Cc1ccccc1C(=O)NNC(=O)/C=C/c1ccccc1	-6%	-14%	-4%	-10%	8%	3%	-6%	19%	19%
O=C(O)c1ccc(CN2C(=O)c3ccc(C(=O)O)cc3C2=O)cc1	3%	5%	-2%	4%	1%	20%	-20%	-11%[2.33 µM]	-5%
CC(C)CCn1nnnc1CN1CCN(c2ccc(F)cc2)CC1	-10%	-9%	-7%	-16%	-4%	-1%	-16%	4%	23%
CN1CCCC2(CCN(C(=O)c3cc(C(F)(F)F)cc(C(F)(F)F)c3)CC2)C1	/	/	4%	6%[60.1 µM]	8%	/	/	-6%[12.7 µM]	/
Cc1nn2c(NC(C)C)c3c(nc2c1-c1ccccc1)CCC3	-15%	?	-3%	-5%	?	-20%	24%	149%[activator]	118%[activator]
Cc1nc2c(-c3ccc(F)cc3)c(C)nn2c(N2CCOCC2)c1C	-4%	-13%	1%	1%	-2%	3%	-11%	-5%	-8%
COc1ccc(N2CCN(C3CCCN(Cc4ccc(F)cc4Cl)C3)CC2)cc1 (centres undefined)	6%	-3%	-5%	-19%	25%	-1%	?	71µM*	23%
CN(C)CCCN(C(=O)COc1ccccc1)c1nc2ccc(Cl)cc2s1	-15%	-10%	29%	3%	-5%	-12%	/	?	-2%
O=S1(=O)N=C(N(CCO)/N=C/C=C/c2ccccc2)c2ccccc21	-21%	-14%	-7%	-8%	7%	-12%	-20%	-8%[59 µM]	0%
COc1ccc(Cl)cc1NC(=O)COC(=O)c1cc(NS(=O)(=O)c2cccs2)ccc1O	-1%	-17%	-11%	-24%	15%	23%	3%	-9%[59 µM]	83%[activator]
CN1CCN(CCCNC(=S)Nc2ccc(F)c(Cl)c2)CC1	1%	-21%	2%	0%	-3%	3%	-7%	17%	72%[activator]
COc1ccc(/C=N/OC/C(O)=C(\C#N)c2nc3ccccc3[nH]2)cc1OC	-5%	-3%	-3%	1%	4%	0%	-4%	19%[59 µM]	-8%
C=CCOC(=O)C1=C[C@H](c2cn(C(C)=O)c3ccccc23)[C@@H](CCCO)[C@H](OCC)O1	-10%	-19%	-4%	1%	-5%	4%	-7%	-1%[59 µM]	30%[activator]
CC(C)OC(=O)C1C(=O)CC(C)(O)C(C(=O)OC(C)C)C1c1cccnc1 (centres undefined)	-5%	5%	-1%	-9%	-2%	3%	5%	17%	11%
CC1CCN(S(=O)(=O)c2ccc(NC(=O)CN3CCCC3)cc2)CC1	-8%	-21%	1%	6%	46%[12.4 µM]	-27%	71µM*	10µM*	136%[activator]
CCCN(Cc1cc2cc(OC)ccc2[nH]c1=O)C(=O)c1ccncc1	-8%	7%	-6%	-3%	-9%	?	35%[activator]	4%	1%
Cc1ccc(-c2cc(C(=O)O)n(-c3ccc(S(N)(=O)=O)cc3)n2)cc1	-2%	-8%	3%	3%	5%	4%	-16%	8%[59 µM]	?
O=C(Nc1cn(-c2ccccc2)nc1-c1ccccc1)c1ccccc1	5%	-10%	-11%	-10%	8%	46%	7%	-4%[59 µM]	35%[activator]
CC(C)c1nnc(NC(=O)C2CCCN2C(=O)Nc2cccc(Cl)c2)s1 (centres undefined)	3%	-13%	-8%	-7%	-3%	?	8%	-11%	-10%
Oc1cccc2ccc(/C=C/c3cccs3)nc12	?	-1%	-9%	-11%	6%	16%	21%	-2%	55%[activator]
Oc1ccc(/C=N/Nc2ccc(C(F)(F)F)cn2)cc1O	-21%	-22%	-12%	-2%	2%	-25%	?	?	28%
Cc1nc(S(=O)(=O)Nc2ccccc2C(=O)NCC2CC2)cn1C	-7%	-19%	1%	3%	2%	0%	-13%	-5%	19%
Cc1cc(Cl)cc(Cl)c1OCC(=O)NCc1ccco1	-13%	20µM*	-13%	-43%	-6%	40µM*	-39%	16%[59 µM]	?
O=C(C1CCN(S(=O)(=O)c2ccc(-n3cnnn3)cc2)CC1)N1CCCCC1	-4%	-21%	0%	-12%	23%	11%	2%	9%	146%[activator]
Cn1c(SCC(=O)c2ccccc2)nnc1C1COc2ccccc2O1 (centres undefined)	-19%	-10%	-9%	-9%	9%	-1%	-1%	/	2%
COc1ccc(C(C)=O)cc1CN1CCCCC1	-4%	3%	3%	-9%	-1%	9%	39%[activator]	?	24%
COc1cccc(/C(O)=C2/C(=O)C(=O)N(CCCN3CCOCC3)C2c2ccncc2)c1 (centres undefined)	-9%	1%	1%	3%	2%	16%	-5%	/	9%

Single records, as listed above.
Profile of Cc1ccc(-c2cc(C(=O)O)n(-c3ccc(S(N)(=O)=O)cc3)n2)cc1 → Anesthetic bind: -2%; POLH inh: -8%; BLM helicase inh: 3%; Pol kappa inh: 3%; APE1 inh: 5%; Pol beta inh: 4%; BAZ2B block: -16%; G9a block: 8%[59 µM]; Pol iota inh: ?
Profile of Cc1cc(Cl)cc(Cl)c1OCC(=O)NCc1ccco1 → Anesthetic bind: -13%; POLH inh: 20µM*; BLM helicase inh: -13%; Pol kappa inh: -43%; APE1 inh: -6%; Pol beta inh: 40µM*; BAZ2B block: -39%; G9a block: 16%[59 µM]; Pol iota inh: ?
